AHR activator = human AHR activation | AHR-responsive luciferase reporter cells, luminescence | P35869 | 320,000 tested, 2.5% active | activation, % at 5 µM; in the data active means activation above about 47%;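 further: 0% = vehicle wells and 100% = reference agonist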
CIT2-GFP yeast = alters CIT2-GFP fluorescence in TOR pathway yeast screen; S. cerevisiae CIT2-GFP strain, flow cytometry, 3 h; 100 means same as DMSO wells; GFP response vs DMSO, % at 10 µM; 320,000 tested, 0.065% active;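 active means GFP response relative to DMSO above a set limit, near the screen mean plus 3 SD, cut at about 150% in these data; inconclusive means Fewer than 70 cells measured for a yeast strain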;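 further: ratio of well median GFP fluorescence to mean of DMSO wells on the plate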
proCasp3 act = activators of human procaspase-3. P42574. recombinant procaspase-3 D3A, Ac-DEVD-pNA absorbance 405 nm. activation, % at 8.5 µM. 330,000 tested, 0.11% active. AID 463141;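 active means activation above the mean of all tested compounds plus 3 SD, cut at about 21% in these data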;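 further: 0% = DMSO alone and 100% = DMSO wells spiked with extra 5 µM PC-3 D3A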
Target sequence (P42574 whole entry D9A/D28A/D175A): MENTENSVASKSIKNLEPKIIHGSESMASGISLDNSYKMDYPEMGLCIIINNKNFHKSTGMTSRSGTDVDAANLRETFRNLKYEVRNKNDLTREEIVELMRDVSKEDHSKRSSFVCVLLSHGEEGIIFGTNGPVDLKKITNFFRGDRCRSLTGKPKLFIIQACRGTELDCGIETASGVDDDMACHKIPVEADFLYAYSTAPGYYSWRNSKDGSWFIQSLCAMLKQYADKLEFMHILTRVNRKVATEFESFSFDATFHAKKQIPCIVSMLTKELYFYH
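Technique: 405 nm absorbance of p-nitroaniline, reads at 0 and 120 min; Test system: Procaspase-3 D3A mutant; Incubation: 1 h enzyme-compound preincubation, then 2 h substrate reaction, 25 °C; Repeats: singlicate, each compound tested once; Benchmarks: low control DMSO wells, high control DMSO plus 5 µM PC-3 D3A.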
LAP4 TOR yeast = modulators of TOR pathway LAP4-GFP in S. cerevisiae; 320,000 tested, 0.34% active; S. cerevisiae LAP4-GFP multiplex, flow cytometry GFP, 3 h; median GFP as percent of DMSO wells; GFP response vs DMSO, % at 10 µM; AID 2023;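 active means GFP response vs DMSO above a set limit, about the screen mean plus 3 SD, cut at about 150% in these data; inconclusive means under 70 cell events counted for the yeast strain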
MEP2-GFP yeast = modulators of TOR pathway MEP2-GFP in S. cerevisiae; S. cerevisiae MEP2-GFP strain, flow cytometry GFP, 3 h; 100% = DMSO control level; 330,000 tested, 0.51% active; GFP response vs DMSO, % at 10 µM; AID 2016;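 active means GFP response versus DMSO above a set limit, roughly screen mean plus 3 SD, cut at about 180% in these data; inconclusive means fewer than 70 cells counted for a yeast strain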;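 further: median GFP fluorescence of the barcode-gated MEP2-GFP cells per well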
AGP1 TOR yeast = modulators of TOR pathway AGP1-GFP in S. cerevisiae | 320,000 tested, 0.02% active | AID 2066 | S. cerevisiae AGP1-GFP multiplex flow cytometry, 3 h; GFP as percent of DMSO wells | GFP response vs DMSO, % at 10 µM;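 active means GFP response relative to DMSO above a set limit, near screen average plus 3 SD, cut at about 150% in these data; inconclusive means fewer than 70 cells counted for the yeast strain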;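 further: median GFP channel fluorescence of the gated AGP1 strain per well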
RPL19A TOR yeast = modulators of TOR pathway RPL19A-GFP in S. cerevisiae. percent response vs DMSO, % at 10 µM. S. cerevisiae RPL19A-GFP strain, flow cytometry, 3 h; hits give low values. 330,000 tested, 0.3% active. AID 2025;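 active means percent response vs DMSO below 50%; inconclusive means fewer than 70 events counted for the yeast strain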;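 further: median channel GFP fluorescence of the barcoded RPL19A-GFP strain; ratio of sample median GFP to plate DMSO average so 100% = DMSO; lower means less RPL19A-GFP as with rapamycin TOR inhibition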
procasp7 counter = activates human procaspase-7, counter-screen for procaspase-3 activators; AID 463210; recombinant procaspase-7, Ac-DEVD-pNA absorbance 405 nm; D23A/D198A/D206A triple mutant, cannot self-cleave; scale: DMSO 0, 5 µM enzyme 100; 330,000 tested, 0.093% active; P55210; activation, % at 8.5 µM;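 active means percent activation above the screen-wide mean plus 3 SD, cut at about 25% in these data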
Target sequence (P55210 whole entry D23A/D198A/D206A): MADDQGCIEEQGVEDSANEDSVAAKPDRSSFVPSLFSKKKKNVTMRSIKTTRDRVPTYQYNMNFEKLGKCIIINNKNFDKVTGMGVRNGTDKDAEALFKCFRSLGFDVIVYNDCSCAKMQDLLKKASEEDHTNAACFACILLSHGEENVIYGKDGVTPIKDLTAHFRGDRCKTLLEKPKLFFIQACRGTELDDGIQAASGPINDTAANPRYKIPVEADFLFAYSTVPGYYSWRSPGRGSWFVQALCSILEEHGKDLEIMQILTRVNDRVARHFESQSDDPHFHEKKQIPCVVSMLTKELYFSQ
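Test system: Procaspase-7 triple mutant (PC-7 D3A). Also added: Ac-DEVD-pNA substrate, 400 µM as added. Schedule: 1 h enzyme–compound preincubation and 2 h substrate reaction, both 25 °C. Signal: p-Nitroaniline absorbance at 405 nm, read at 0 and 120 min. Control set: low DMSO alone, high DMSO plus 5 µM PC-7.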
Active calls of the source: *; ? = inconclusive; · = not tested or not shown; [ ] = dose if it differs, or a comment.

SMILES,AHR activator,CIT2-GFP yeast,proCasp3 act,LAP4 TOR yeast,MEP2-GFP yeast,AGP1 TOR yeast,RPL19A TOR yeast,procasp7 counter
O=C(Nc1nc(-c2ccccn2)cs1)C1COc2ccccc2O1 (configuration not stated),2.7,101.8,14.6,161.8*,100.6,97.9,93.5,1.6
CCn1c(Cc2ccccc2)nnc1SCC(=O)NC1CCCC1,1.4,96.0,9.6,96.6,93.2,98.8,97.3,-2.1
Cc1cccc(C)c1N(C(=O)c1ccco1)C(C(=O)NC1CCCC1)c1ccncc1 (configuration not stated),-0.9,97.8,-1.1,97.2,98.1,99.3,100.1,-5.0
O=C(CCCCl)NC(=S)Nc1ccc(N2CCOCC2)cc1,-0.4,96.5,0.4,119.9,104.1,112.8,103.6,-0.9
O=C(CSC1=NS(=O)(=O)c2cc(F)ccc2N1)Nc1ccccc1F,2.9,117.2,-6.7,109.5,101.5,121.6,113.8,-10.1
CCc1ccccc1NC(=O)CN(c1ccc(OC)cc1OC)S(=O)(=O)c1ccccc1[N+](=O)[O-],0.3,98.6,2.3,95.2,94.0,·,92.0,-4.9
CC(=O)Nc1ccc(S(=O)(=O)N2CN(c3ccc(C)cc3)c3nc4ccccc4nc32)cc1,1.0,99.9,9.3,86.7,101.0,100.5,104.9,6.9
CC(=O)c1cnc2c(-c3ccccc3)c(-c3ccccc3)nn2c1C,0.6,104.7,7.6,99.8,103.1,102.2,95.4,-13.6
C=C(C)C(COc1c2occc2cc2ccc(=O)oc12)OC(C)(C)C(O)COc1c2occc2cc2ccc(=O)oc12 (configuration not stated),77.6*,106.0,1.9,102.5,100.8,112.8,106.5,16.6
Nc1ccccc1C(=O)N(Cc1ccccc1)Cc1ccccc1,-0.4,93.8,-0.3,89.3,100.5,98.4,99.4,0.0
O=C(COc1ncnc2sccc12)Nc1ccc2c(c1)OCCO2,-1.0,93.1,-2.8,86.5,93.5,93.4,89.9,-3.9
N#Cc1c(Cl)nc(SCc2ccccc2)nc1-c1ccccc1,-0.1,95.5,-7.6,98.7,102.5,95.3,95.9,-27.3
CCOC(=O)c1cc(C(=O)n2cc(Cl)cn2)nn1C,-2.2,97.4,3.0,91.8,101.9,91.5,97.6,-5.9
Cc1[nH]c2ccccc2c1/C=N/NC(=O)c1cc(-c2ccccc2)n[nH]1,59.4*,?,-4.5,76.7[may fluoresce violet],173.8[may fluoresce violet],?,45.7*[may fluoresce violet],4.2
CN(C)c1nnnn1-c1ccc(OC(F)(F)F)cc1,-4.0,96.5,-3.4,94.0,108.8,99.9,105.7,0.6

Reformatted as labelled records: part of the list above
Compound: Nc1ccccc1C(=O)N(Cc1ccccc1)Cc1ccccc1
  AHR activator: -0.4	CIT2-GFP yeast: 93.8	proCasp3 act: -0.3	LAP4 TOR yeast: 89.3	MEP2-GFP yeast: 100.5	AGP1 TOR yeast: 98.4	RPL19A TOR yeast: 99.4	procasp7 counter: 0.0

Compound: O=C(COc1ncnc2sccc12)Nc1ccc2c(c1)OCCO2
  AHR activator: -1.0	CIT2-GFP yeast: 93.1	proCasp3 act: -2.8	LAP4 TOR yeast: 86.5	MEP2-GFP yeast: 93.5	AGP1 TOR yeast: 93.4	RPL19A TOR yeast: 89.9	procasp7 counter: -3.9

Additional structures:
SMILES,AHR activator,CIT2-GFP yeast,proCasp3 act,LAP4 TOR yeast,MEP2-GFP yeast,AGP1 TOR yeast,RPL19A TOR yeast,procasp7 counter
CC(C)(C)n1nnnc1C(c1cccs1)N(Cc1cccnc1)CC1CCCO1 (configuration not stated),-0.5,99.3,1.2,90.8,96.7,95.7,100.1,9.6
N=C1/C(=C\c2ccc(Br)o2)C(=O)N=C2SC(CC(=O)N3CCOCC3)=NN12,1.7,99.5,4.5,92.4,97.6,99.9,97.0,6.8
O=C(NC1CCN(Cc2ccccc2)CC1)C1CCN(S(=O)(=O)c2ccc(Cl)cc2)CC1,-1.6,105.2,-0.1,94.5,98.0,106.1,98.2,6.4
Cc1cc(C)cc(NC(=S)N2CCN(S(C)(=O)=O)CC2)c1,5.3,102.5,-6.6,86.4,103.1,101.9,112.8,-3.6
C=CCN1C(=O)C2(OCCCO2)c2cc(C)ccc21,-2.7,102.7,-6.2,94.2,106.3,101.2,100.9,0.4
C/C(=N\NC(=O)C(c1ccccc1)c1ccccc1)c1ccc(O)cc1,1.5,97.0,3.3,97.8,115.1,96.5,103.2,4.9
COc1ccc(C(=O)Nc2ccccc2[N+](=O)[O-])cc1S(=O)(=O)N1CCOCC1,·,100.6,·,68.3,96.5,86.1,106.2,·
C[C@H](NC(=O)c1ccc(Cl)cc1)C(=O)OCn1nnc2ccccc2c1=O,0.0,95.1,3.5,116.8,103.7,104.0,106.1,4.6
O=C(COC(=O)c1cccs1)Nc1ccc(F)c(F)c1,0.8,80.3,-3.3,92.0,98.0,86.2,87.6,6.0
COc1cc2sc(-c3ccc(S(C)(=O)=O)cc3)c(C(=O)NCc3ccc(C)o3)c2cc1OC,3.2,102.8,5.0,98.2,105.2,97.1,98.5,0.0
COc1ccc(-n2ncc3c2CC(C)(C)CC3NC(=O)c2ccc(OC)o2)cc1 (configuration not stated),1.0,98.4,-6.9,101.4,105.4,101.9,101.3,1.4
Cc1cc2c(c(=O)o1)C(CC(C)C)C(C#N)=C(N)O2 (configuration not stated),0.9,75.3,4.7,83.5,89.0,78.2,93.0,6.4
COc1cccc(NCc2cc(=O)oc3cc(C)c(C(C)C)cc23)c1,5.2,100.1,1.4,87.3,93.1,96.0,94.7,-4.4
Cn1c(=O)c2c(nc(NCc3ccccc3)n2CC(=O)NCc2ccccc2)n(C)c1=O,1.4,87.9,3.0,87.9,94.6,88.7,92.2,0.2
CCCOc1ccc(C(CC(=O)O)NC(=O)Cc2ccccc2)cc1 (configuration not stated),1.0,?,5.1,86.3[may fluoresce violet],92.0[may fluoresce violet],96.6[may fluoresce violet],100.7[may fluoresce violet],7.5
CC(=O)OC(Cn1nc(C)cc1C)c1ccccc1 (configuration not stated),0.6,104.5,-0.5,105.6,96.1,104.9,104.2,1.3
CCN(CC)c1ccc(CN2CCC(C(=O)NCc3ccc(C)cc3)CC2)cc1,4.7,100.1,-0.2,100.8,100.2,101.3,101.9,1.2
C/C=C/C(=O)OCC(=O)Nc1ccc(OC)c(Cl)c1,-1.2,99.7,1.3,88.5,93.2,95.5,102.6,-6.6
CC1(O)C(=O)C=C2C=C(C3CC3)OC=C2C1=O (configuration not stated),0.4,94.8,0.6,98.5,104.1,101.7,100.1,-8.7
COc1ccc(C)cc1-n1c(SCC(=O)NCC2CCCO2)nc2c([nH]c3ccccc32)c1=O (configuration not stated),67.2*,108.7,0.5,120.9,112.1,108.8,99.3,1.9
C=CCn1c(O)c(C(CC)=NCCN2CCOCC2)c(=O)[nH]c1=O,-1.5,104.7,6.8,99.4,98.8,101.5,97.9,5.5
O=C(CN1C(=O)c2ccccc2S1(=O)=O)N1CCN(Cc2ccc3c(c2)OCO3)CC1,-2.3,97.3,9.6,·,95.9,100.9,102.5,0.4
Nc1c(S(=O)(=O)c2ccccc2)c2nc3ccccc3nc2n1C1CC1,1.9,99.4,1.0,99.2,100.1,93.2,103.8,11.3
COc1cc(C(=O)Oc2ccccc2)ccc1OCc1c(C)noc1C,7.0,107.8,1.7,97.0,101.1,103.6,107.7,16.5
CCCCOC(=O)Sc1nc2ccccc2o1,-6.1,69.5,-3.8,121.9,99.5,82.1,98.4,-4.8
COc1cccc(C(=O)CSc2nnc(-c3cc(OC)cc(OC)c3)o2)c1,0.8,65.7,9.8,93.8,93.0,74.5,109.0,0.6
O=C(COc1cccnc1[N+](=O)[O-])Nc1ccc(Cl)cc1F,-5.6,82.0,-4.0,178.3*,95.7,106.3,76.6,7.0
COc1cc(/C=N/NC(=O)c2cccc([N+](=O)[O-])c2)ccc1OCc1ccc(C)cc1,3.8,98.4,-1.1,96.6,96.7,104.6,98.6,10.5
CN=C1SC(CC(=O)NCCc2ccc(OC)c(OC)c2)C(=O)N1C (configuration not stated),-1.2,106.3,-25.9,101.1,105.8,104.5,100.5,-32.5
Cc1onc(-c2ccccc2Cl)c1C(=O)NCc1ccccn1,1.6,101.0,-4.7,111.3,102.1,102.0,100.5,-0.7
COC(=O)C1=C(C)N(CCCC(=O)O)C(=O)NC1c1ccc(Br)cc1 (configuration not stated),-3.6,111.2,13.4,133.8,95.5,94.2,98.9,13.2
CN(C)C(=O)c1nc2ccc(Cl)cn2c1CNCc1ccccc1OC(F)(F)F,4.3,102.3,13.3,102.1,106.7,100.8,99.9,3.3
CCOC(=S)SCC(=O)Nc1nc(-c2ccc(Br)cc2)cs1,7.5,99.8,-11.1,106.1,99.4,96.0,104.3,-10.6
CN(C(=O)c1ccco1)c1nc2c(s1)CCCC2,-1.0,102.7,-5.1,97.9,100.0,96.2,98.0,-2.5
CC1CCc2c(sc3ncn(CC(=O)N4CCCCC4)c(=O)c23)C1 (configuration not stated),6.0,112.2,-0.8,86.3,111.6,108.5,122.2,5.3
CC(NC(=O)Cn1cnnn1)c1cccc(C(F)(F)F)c1 (configuration not stated),-0.5,97.7,-1.3,88.4,109.3,102.8,108.3,4.9
CCCn1c(SCC(=O)Nc2cccc(S(=O)(=O)N3CCCC3)c2)n[nH]c1=O,2.3,96.6,0.1,108.2,103.6,108.8,103.3,6.8
CCCCC(=O)Nc1ccc(C(=O)NNC(=S)NC(=O)c2ccccc2[N+](=O)[O-])cc1,4.0,95.7,4.9,104.9,95.0,105.5,97.3,0.3
O=C(CN1CCC(n2nnc3cc(F)ccc32)CC1)NC1CCCCC1,3.6,104.1,-1.3,97.0,102.5,104.9,98.5,1.0
Cc1cc([N+](=O)[O-])nn1CCC(=O)Nc1nccs1,0.0,103.2,-0.7,111.1,104.4,116.5,100.9,9.1
CC(=O)N1c2ccc(S(=O)(=O)NCC3CCC(C(=O)Nc4cccc(C)n4)CC3)cc2CC1C (configuration not stated),0.5,112.2,5.3,113.0,101.9,112.7,103.1,4.1
CCOC(=O)c1c(Nc2ccccc2OCCOC)n[nH]c1C,48.2*,95.2,0.0,102.2,95.8,96.2,94.3,2.5
O=C(CCN1C(=O)c2ccccc2C1=O)N1CCN(Cc2ccccc2)CC1,0.1,99.9,4.3,97.1,100.9,102.0,98.8,10.7
CN(C)S(=O)(=O)c1cc(NC(=O)COC(=O)/C=C/c2ccco2)ccc1Cl,0.6,95.2,-1.2,96.9,102.8,101.8,101.2,-0.7
CCc1nc(SCC(=O)NCc2ccco2)c2c3c(sc2n1)CCCC3,2.7,85.2,5.8,101.3,99.0,95.1,94.1,3.9
Cc1ccc(C(NC(=O)c2cccc(S(=O)(=O)N3CCN(C)CC3)c2)c2ccccc2)cc1 (configuration not stated),-1.8,105.1,2.8,94.9,98.9,99.1,97.3,8.8
CCN1C(=O)c2c(C)nc3ccccc3c2C1=O,2.5,111.2,6.4,89.2,100.0,98.3,·,-6.3

Screens: PubChem BioAssay, several laboratories
